Bioassay records from PubChem.
D2 PAM: HTS Assay for Positive Allosteric Modulators of the Human D2 Dopamine Receptor: Primary Screen for Potentiators; D(2) dopamine receptor (Homo sapiens), P14416; HEK293 T-REx D2, calcium flux, EC20 dopamine potentiation; potentiation, % at 10 µM; 0.34% of 340,000 active;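 active = potentiation over 3 SD above the plate norm, cut at about 30% in these data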; note: 0% is about no effect
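Calcium flux readout, no-wash dye, 1 read/s. Inducible HEK293 Trex D2 line, overnight 30 C. Compound alone 180 s (agonist flags), then EC20 dopamine, another 180 s to score potentiation.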
D1 antag: Antagonist of Human D 1 Dopamine Receptor: qHTS. D(1A) dopamine receptor (Homo sapiens), P21728. HEK293 TREx D1 cells, calcium flux, dopamine EC80; active compounds read low. activity change, negative = inhibition, % at 10 µM. 3.2% of 360,000 active; in the data active = activity change below about -30%; note: % is set by controls: 0 for no effect and ±100 for the full control effect
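Kinetic fluorescence of a calcium dye serves as the read-out. D1-expressing Hek293 Trex cells, induced overnight at 30 C, are exposed to compound for 180 s before an EC80 dopamine addition, then read 180 s further.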
Anesthetic bind: qHTS Assay for Identification of Novel General Anesthetics. Ferritin light chain (Equus caballus), P02791. apoferritin/1-aminoanthracene competitive binding, fluorescence. Potency, µM (titrated, usually from 77.5 µM), for the others: top-dose activity change, negative = displacement, most hits filed as inhibitors. 0.074% of 350,000 active; note: potency is the fitted concentration of half-maximal effect; % is set by controls: 0 for no effect and ±100 for the full control effect; nearly all actives have a fitted effect of over 20% in size
Target sequence (P02791 2-175 limits assumed): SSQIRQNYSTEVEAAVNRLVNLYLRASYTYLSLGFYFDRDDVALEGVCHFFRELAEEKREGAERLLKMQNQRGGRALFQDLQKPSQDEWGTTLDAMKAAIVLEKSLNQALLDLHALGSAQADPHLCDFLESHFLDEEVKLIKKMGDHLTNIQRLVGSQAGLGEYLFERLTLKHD
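Concentration-response curves derived by four-parameter Hill fitting of normalized fluorescence, where compounds displaced 1-AMA from 10 uM horse apoferritin following a brief 10 min room-temperature incubation; propofol titration acted as positive control.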
D1 PAM: Potentiators of Human D1 Dopamine Receptor: qHTS; D(1A) dopamine receptor (Homo sapiens), P21728; HEK293 TREx D1 cells, calcium flux, dopamine EC20 potentiation; potentiation, % at 10 µM; 0.036% of 360,000 active; AID 504651, 2011; in the data active = potentiation above about 30%; note: 0% is about no effect
D1 agonist: Allosteric Agonists of the Human D1 Dopamine Receptor: qHTS; D(1A) dopamine receptor (Homo sapiens), P21728; HEK293 T-REx D1 cells, calcium flux, agonist mode; activation, % at 2 µM; 1% of 360,000 active; in the data active = activation above about 30%; note: 0% is about no effect
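Inducible HEK293 T-REx D1 cells, force-coupled to calcium signalling, were plated at 4000 cells/well with tetracycline and held overnight at 30 C. After no-wash calcium dye loading, compound-evoked calcium rise over 180 s flagged agonists.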
TRHR agonist: qHTS for Small Molecule Agonists and Allosteric Enhancers of Human TRH Receptor: Primary Screen for Agonists; Thyrotropin-releasing hormone receptor (Homo sapiens), P34981; 0.18% of 360,000 active; TRHR cells, calcium flux fluo-8, FDSS agonist mode; activation, % at 2 µM; in the data active = activation above about 30%; note: 0% is about no effect
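In this calcium-flux screen, cells bearing human TRHR are dye-loaded with fluo-8, baselined for 10 cycles, then exposed to library compounds; positive kinetic calcium responses during the agonist phase mark hits, with TRH as control.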
TRHR PAM: qHTS for Small Molecule Agonists and Allosteric Enhancers of Human TRH Receptor: Primary Screen for Enhancers; Thyrotropin-releasing hormone receptor (Homo sapiens), P34981; TRHR cells, fluo-8 calcium fluorescence, EC20 TRH enhancement; enhancement, % at 2 µM; 0.66% of 360,000 active; in the data active = enhancement above about 30%; note: 0% is about no effect
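Enhancer read-out: after compound pinning and an initial kinetic agonist-mode read, an EC20 of TRH (10 nM final) was injected and fluo-8 calcium signal (Ex 480/Em 530) followed at 1 s/cycle for 100 cycles in TRHR-expressing cells.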
RXFP1 antag: qHTS Assay for Antagonists of the Relaxin Receptor RXFP1. 0.59% of 350,000 active. Relaxin receptor 1 (Homo sapiens), Q9HBX9. HEK293-RXFP1, relaxin-stimulated cAMP HTRF, 30 min; active compounds read low. activity change, negative = inhibition, % at 57.5 µM;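 active = activity change of -60% or lower, but not beyond a set lower limit; inconclusive = change between -60% and -40%, or beyond the set limit; inactive = change above -40%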; note: % is set by controls: 0 for no effect and ±100 for the full control effect
Target sequence (Q9HBX9 whole entry, looked up): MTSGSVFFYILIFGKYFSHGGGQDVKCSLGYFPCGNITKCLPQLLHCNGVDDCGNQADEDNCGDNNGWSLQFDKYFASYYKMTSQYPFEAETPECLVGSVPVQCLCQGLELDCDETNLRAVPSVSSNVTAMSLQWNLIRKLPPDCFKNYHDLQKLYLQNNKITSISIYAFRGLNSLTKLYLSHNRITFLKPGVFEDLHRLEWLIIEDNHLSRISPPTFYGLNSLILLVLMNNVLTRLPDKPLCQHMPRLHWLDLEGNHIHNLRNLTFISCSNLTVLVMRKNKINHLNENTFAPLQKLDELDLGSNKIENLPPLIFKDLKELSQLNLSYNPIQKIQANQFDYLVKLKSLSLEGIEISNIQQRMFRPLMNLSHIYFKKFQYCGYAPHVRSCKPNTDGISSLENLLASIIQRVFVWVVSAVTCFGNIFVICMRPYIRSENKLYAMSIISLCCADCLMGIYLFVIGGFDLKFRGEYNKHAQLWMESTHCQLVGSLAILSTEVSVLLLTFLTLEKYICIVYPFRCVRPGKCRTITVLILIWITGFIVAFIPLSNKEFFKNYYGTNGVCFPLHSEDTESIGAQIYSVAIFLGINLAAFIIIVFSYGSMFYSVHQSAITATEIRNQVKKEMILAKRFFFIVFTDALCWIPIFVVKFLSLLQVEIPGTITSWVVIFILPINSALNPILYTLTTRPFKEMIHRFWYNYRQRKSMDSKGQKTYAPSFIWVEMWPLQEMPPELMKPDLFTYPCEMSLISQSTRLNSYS
RXFP1 agonist: qHTS Assay for Agonists of the Relaxin Receptor RXFP1; HEK293T-RXFP1 cAMP TR-FRET, 30 min; response scale: percent of porcine relaxin response, buffer zero; Relaxin receptor 1 (Homo sapiens), Q9HBX9; 0.3% of 370,000 active; AID 2676, 2010; Potency, µM (titrated, usually from 57.5 µM), for inactives: top-dose activation, actives largely listed as activators; note: potency is the fitted concentration of half-maximal effect; % is set by controls: 0 for no effect and ±100 for the full control effect; nearly all actives have a fitted effect of over 60% in size; many of its hits are not listed in these tables
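Agonist response is measured as cAMP accumulation in an RXFP1-transfected HEK293T line under PDE4 inhibition. Values are scaled between buffer-only and 29 nM porcine relaxin, and EC50s come from standard Hill equation fits.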
The depositor's hits bear a star; ? = inconclusive; · = no result given; & = joins results of further samples; [ ] = remark or other dose. Unless noted, calls come from the whole dose curve; as a rule, active = well fitted curve in the direction sought with a large enough effect; inconclusive = small, poorly fitted or top-dose-only effect, or another doubt; inactive = no such curve, though single readings can be large; an effect the other way counts as inactive or inconclusive. These rows are one share of the data; the hit share may differ from the screen's.

SMILES	D2 PAM	D1 antag	Anesthetic bind	D1 PAM	D1 agonist	TRHR agonist	TRHR PAM	RXFP1 antag	RXFP1 agonist
CCOC(=O)C1=CCN(Cc2ccccc2)CC1	-17	2	-1%	-1	6	-0.8	-2	-2	-0.4%
CCOc1cc(C2Nc3ccccc3C(=O)N2c2ccccc2)c(Br)cc1OCC(=O)O (stereo not given)	1	-8	115%[activator]	-3	3	0.1	-3	21	14%
NS(=O)(=O)c1ccc(CCNC(=O)COc2ccc3c4c(c(=O)oc3c2)CCC4)cc1	40*	-12	0%	-4	0	0.6	0	-2	3.2%
CC(C(=O)N1CCN(c2ccccc2)CC1)N1C(=O)C2CC=CCC2C1=O (stereo not given)	-1	16	-11%	2	-1	0.3	0	8	0.3%
O=C(COC(=O)CCCN=C1NS(=O)(=O)c2ccccc21)NNC(=O)c1ccccc1	9	1	·	-2	0	0.9	-1	-12	0.6%
Cc1nc2ccccc2c2oc(C(=O)NCCN3CCN(C)CC3)cc12	-24	-15	-7%	-2	2	0.3	19	2	0.0%
COc1cccc2c1cc1c(=O)n(CC(=O)NCc3ccco3)nc(C)n12	·	3	7%	-2	1	-0.1	3	11	-0.3%
COc1ccc(N2CCOCC2)c(NC(=O)c2cc3ccccc3o2)c1	11	6	3%	2	1	0.1	20	2	2.0%
O=C(CNc1ccc2ccccc2c1)N/N=C/c1cc2ccccc2nc1Cl	13	-3	-17%	-4	0	0.8	-1	-25	0.1%
COc1cccc(/C=C/C(=O)OCC(=O)Nc2ccc(Cl)cn2)c1	-2	19	-13%	9	0	-0.7	4	·	1.3%
O=C(CCSc1ccc(Cl)cc1)c1cccs1	-1	-11	4%	-4	4	0.0	-3	-15	-0.3%
Oc1c(/C=C/C=C/C=Nc2ccccc2)sc(=S)n1Cc1ccccc1	-5	-7	-15%	-1	6	0.5	-3	?	0.7%
COc1ccccc1C1=CC(=O)C[C@H](c2ccc3c(c2)OCO3)C1	6	-6	·	-6	8	0.4	-6	·	-0.6%
Cc1[nH]nc2c1C(C1CC=CCC1)C(C#N)=C(N)O2 (stereo not given)	-6	2	8%	-3	2	0.1	7	3	0.7%
COc1ccc(CC(=O)Nc2c3c(nn2C(C)(C)C)CS(=O)(=O)C3)cc1	1	7	-17%	8	2	-0.3	11	-7	1.7%
CC(OC(=O)CN1C(=O)c2ccccc2C1=O)C(=O)N(C)c1ccccc1 (stereo not given)	-2	12	·	-3	4	0.1	-2	10	0.9%
CC(=O)c1ccc(NC(=O)C(C)OC(=O)c2ccc3c(c2)nc(C)n3-c2ccccc2)cc1 (stereo not given)	3	-10	-20%	1	1	0.2	0	-3	3.0%
O=C(CN1CCN(c2ccccc2)CC1)Nc1ccncc1	-1	-26	1%	-10	1	0.5	-21	-5	-0.4%
CN(Cc1cnn(Cc2ccccc2)c1)C(=O)c1cccc(S(=O)(=O)N2CCOCC2)c1	-7	-17	·	-7	2	0.1	-1	-3	0.0%
Cc1ccc(S(=O)(=O)c2nc(S(=O)(=O)c3ccc(C)cc3)c(N3CCN(CCO)CC3)s2)cc1	-23	-4	?	1	5	-0.6	-4	3	-0.1%
O=C(Nc1nnc(-c2cc(Cl)ccc2Cl)o1)c1ccc2c(c1)OCCO2	-12	3	2%	1	0	0.4	0	10	-1.4%
O=C(NCCCN1CCOCC1)c1ccc2c(c1)N(Cc1ccccc1F)C(=O)c1ccccc1S2=O (stereo not given)	3	14	0%	11	2	-0.6	0	-19	3.9%
O=C(COc1cc2oc(=O)c3c(c2cc1Cl)CCC3)NCCCN1CCOCC1	8	15	-6%	-3	9	-0.4	-2	27	16%
Cc1ccc(Cl)cc1NC(=O)C1CC1c1ccccc1 (stereo not given)	-1	-9	-2%	-2	-1	-0.3	-1	5	0.2%
Cc1ccccc1CNC(=O)CCCn1ncn2c(cc3occc32)c1=O	14&-1	-14&12	-15%&-2%	-7&-2	3&0	-1.1&0.0	7&-2	-6	0.9%&1.7%
O=CN(CCN(C=O)CN1CCCCC1)CN1CCCCC1	-5	-17	-5%	-2	2	0.8	13	-22	0.2%
C=CCn1c(O)c(N=NC(=O)c2ccc3c(c2)OCO3)c2ccccc21	-20	-26	-13%	3	-2	0.0	2	-2	0.0%
O=C(CN1C(=O)C2CCCCC2C1=O)Nc1ccc(S(=O)(=O)Nc2ncccn2)cc1 (stereo not given)	4	0	-11%	8	4	0.2	16	-11	-1.7%
COc1ccc(CCC(=O)Nc2cc([N+](=O)[O-])ccc2OC)cc1	-12	-12	-10%	-7	2	-1.3	1	-1	-1.4%
CC(NCc1ccc(S(N)(=O)=O)cc1)C(=O)Nc1cc([N+](=O)[O-])ccc1Cl (stereo not given)	-2	8	?	-6	1	0.0	0	-38	-2.2%
CCOc1cccc(C2C(C(=O)c3ccc(C)o3)=C(O)C(=O)N2Cc2ccccc2)c1 (stereo not given)	·	1	-10%	-3	9	0.6	2	0	26%
Cc1ccc2nc(-c3ccco3)c(Nc3ccccc3)n2c1	·	12	-4%	-2	1	0.1	-8	4	1.8%
COc1cc(NS(=O)(=O)c2ccc(N)cc2)ncn1	-3	-7	-5%	-2	-1	0.4	-4	7	0.2%
O=C(COC(=O)c1ccccc1[N+](=O)[O-])Nc1cc(S(=O)(=O)N2CCOCC2)ccc1N1CCCC1	0	5	-22%	3	2	0.4	10	3	8.6%
O=[N+]([O-])c1cccnc1SCc1c(F)cccc1Cl	-3	0	?	2	3	-0.9	-6	-18	0.1%
COc1ccccc1/C=C1\SC(=S)N(CCC(=O)NCCCn2ccnc2)C1=O	26	9	-7%	-1	2	-0.5	7	8	0.0%
CCN(C(=O)c1cccs1)c1nnc(-c2ccncc2)s1	13	2	5%	-1	2	-0.7	-2	-5	2.5%
COc1ccc(CCCC(=O)NC2CCCCC2)cc1	3	-3	?	0	1	-1.0	-9	15	0.7%
CCN(Cc1ccccc1)S(=O)(=O)c1ccc(C(=O)N(CCCN(C)C)c2nc3c(C)c(C)ccc3s2)cc1	3	23	·	5	10	-1.2	-6	-14	-1.3%
COc1ccc(Br)cc1C(=O)Nc1ccccc1N1CCN(C(=O)c2ccccc2)CC1	-2	-10	-14%	-12	4	0.9	-2	-16	-1.1%

Complete entries, looked up by structure. Screens in order: D2 PAM	D1 antag	Anesthetic bind	D1 PAM	D1 agonist	TRHR agonist	TRHR PAM	RXFP1 antag	RXFP1 agonist
COc1ccc(Br)cc1C(=O)Nc1ccccc1N1CCN(C(=O)c2ccccc2)CC1 across the screens: -2	-10	-14%	-12	4	0.9	-2	-16	-1.1%
COc1cc(NS(=O)(=O)c2ccc(N)cc2)ncn1 across the screens: -3	-7	-5%	-2	-1	0.4	-4	7	0.2%

4 entries from above, sorted by their value in RXFP1 antag, ascending:
smiles | RXFP1 antag
O=[N+]([O-])c1cccnc1SCc1c(F)cccc1Cl | -18
COc1ccc(Br)cc1C(=O)Nc1ccccc1N1CCN(C(=O)c2ccccc2)CC1 | -16
CCOc1cccc(C2C(C(=O)c3ccc(C)o3)=C(O)C(=O)N2Cc2ccccc2)c1 (stereo not given) | 0
O=C(COC(=O)c1ccccc1[N+](=O)[O-])Nc1cc(S(=O)(=O)N2CCOCC2)ccc1N1CCCC1 | 3

Going on with the list:
SMILES	D2 PAM	D1 antag	Anesthetic bind	D1 PAM	D1 agonist	TRHR agonist	TRHR PAM	RXFP1 antag	RXFP1 agonist
CC(NC(=O)c1ccccc1)C(=O)OCC(=O)N1c2ccccc2Sc2ccccc21 (stereo not given)	-12	-12	5%	2	12	0.4	-3	-8	-0.6%
CCOc1[nH]n(-c2ccccc2)c(=O)c1C=NCc1ccncc1	0	1	-6%	-4	-1	-0.3	4	0	-1.1%
COC(=O)c1cc(NC(=O)Cc2coc3cc(OC)ccc23)cc(C(=O)OC)c1	0	-10	-8%	-7	6	1.7	1	-15	-1.1%
COc1ccc(-n2c(Cc3cccn3C)nnc2SCC(=O)Nc2nc(C)cs2)cc1	-2	-6	-14%	-1	1	-0.6	-3	-8	-0.4%
Cc1cccc(N2CCN(C(=O)COc3cccc4c3OC(C)(C)C4)CC2)c1C	-2	0	54%[activator]	-1	21	-0.2	4	-15	-0.3%
O=C(Nc1cc(S(=O)(=O)N2CCOCC2)ccc1OCC(F)(F)F)c1ccc(N2CCCC2=O)cc1	-6	-27	·	-6	1	-0.1	-6	6	7.3%
CCC(=O)OCCNc1cc(Sc2nc3ccccc3[nH]2)c2nonc2c1[N+](=O)[O-]	-5	-9	?	-8	0	-0.3	2	?	5.5%
COc1cc(Cl)c(NC(=O)CN(C)S(=O)(=O)c2ccc3[nH]c4c(c3c2)CCCC4)c(OC)c1	-8	-19	53%[activator]	-5	-1	-0.3	9	-17	0.0%
COCCn1c(=O)[nH]c2cc(C(=O)N3CCN(c4cccc(C)c4C)CC3)ccc2c1=O	9	5	5%	-2	0	-1.3	3	22	4.1%
O=C1CCC(C(=O)N2CCC(CCO)CC2)CN1Cc1ccc(Cl)cc1 (stereo not given)	-3	3	-3%	-8	4	0.1	-4	0	2.1%
CCCS(=O)(=O)c1nc(S(=O)(=O)c2ccc(C)cc2)c(NCCCn2ccnc2)s1	-1	5	0%	6	2	-0.2	-2	16	10%
CCn1c(NC(C)=O)c(-c2ccccc2Cl)c(=O)c2ccccc21	-6	0	3%	7	2	-1.2	5	-5	0.7%
COc1ccc(S(=O)(=O)NCCN2CCOCC2)cc1Br	4	5	-8%	-3	3	0.3	2	7	-0.5%
COC(=O)c1ccc(/C=C2\Oc3ccccc3NC2=O)cc1	3	11	13%	-7	4	0.3	4	-13	10%
c1ccc(-c2ccc(-c3nc(-c4ccncc4)no3)cc2)cc1	14	-2	-11%	-5	1	0.0	-13	-35	0.3%
CC1CCOC(c2coc3ccccc3c2=O)O1 (stereo not given)	9	-6	2%	4	4	-0.9	3	·	-1.1%
Cc1ccc(S(=O)(=O)N2CCN(C)CC2)c2nsnc12	9	-1	8%	0	-4	0.4	0	9	-2.3%
O=c1c2c3c(sc2nc2n1CCC2)CCCCC3	12	9	-16%	3	2	-0.2	5	8	4.7%
O=C(CNC(=O)c1ccccc1Br)N/N=C/c1ccc(O)cc1	8	-10	?	-1	4	0.0	7	8	1.9%
